# FadD28 FP inh = inhibitors of FadD28 bisubstrate probe binding, primary screen, biochemical, fluorescence polarization, single point | Mycobacterium tuberculosis FadD28 fatty-acid-AMP ligase | inhibition, % at 12.5 µM | actives 0.22% (n = 360,000) | AID 588549, 2011; in the data active = inhibition above about 8.5%, passing the limit was not always enough; inconclusive = no clear call, values can overlap the other calls
# GDH-TPI inh = GDH-TPI coupling enzyme inhibitors, primary screen, artefact control for M. tuberculosis FBA inhibitor project, biochemical, absorbance, full deck. AID 588335, 2011. actives 1.2% (n = 360,000). GDH-TPI coupled enzyme counterscreen, NADH absorbance. inhibition, % at 4.8 µM; in the data active = inhibition above about 30%;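 note: 0% = DMSO wells and 100% = wells lacking the enzyme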
# Mtb FBA inh = Mtb FBA enzyme inhibitors, primary screen, biochemical, fluorescence, strain H37Rv. actives 2.3% (n = 360,000). purified M. tuberculosis FBA, fluorescence read-out. inhibition, % at 1 µM. Fructose-bisphosphate aldolase (Mycobacterium tuberculosis (strain ATCC 25618 / H37Rv)), …; in the data active = inhibition above about 27%;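 note: 0% = vehicle and 100% = reference inhibitor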
# BoNT A protease = BoNT/A light chain protease inhibitors, primary screen, biochemical, flow cytometry, MLPCN library; AID 588499, 2011; multiplex microsphere protease substrate cleavage; inhibition, % at 10 µM; Botulinum neurotoxin type A light chain protease (Clostridium botulinum A str. ATCC 3502); actives 0.17% (n = 360,000); note: plate controls were buffer without enzyme for full effect and enzyme alone for no effect
# BoNT F protease = BoNT/F light chain protease inhibitors, primary screen, biochemical, flow cytometry, MLPCN library; Botulinum neurotoxin type F light chain protease (Clostridium botulinum); Multiplex microsphere protease cleavage assay; inhibition, % at 10 µM; actives 0.22% (n = 360,000); AID 588497, 2011; in the data active = inhibition above about 35%, passing the limit was not always enough; inconclusive = no clear call, values can overlap the other calls; note: plate controls were buffer without enzyme for full effect and enzyme alone for no effect
# Anthrax LF inh2 = Bacillus anthracis LF protease inhibitors, primary screen, biochemical, multiplex microsphere, MLPCN library; inhibition, % at 10 µM; Lethal factor (Bacillus anthracis), P15917; actives 0.12% (n = 360,000); multiplex microsphere protease cleavage assay; note: plate controls were buffer without enzyme for full effect and enzyme alone for no effect
# Target sequence (P15917 whole entry, looked up): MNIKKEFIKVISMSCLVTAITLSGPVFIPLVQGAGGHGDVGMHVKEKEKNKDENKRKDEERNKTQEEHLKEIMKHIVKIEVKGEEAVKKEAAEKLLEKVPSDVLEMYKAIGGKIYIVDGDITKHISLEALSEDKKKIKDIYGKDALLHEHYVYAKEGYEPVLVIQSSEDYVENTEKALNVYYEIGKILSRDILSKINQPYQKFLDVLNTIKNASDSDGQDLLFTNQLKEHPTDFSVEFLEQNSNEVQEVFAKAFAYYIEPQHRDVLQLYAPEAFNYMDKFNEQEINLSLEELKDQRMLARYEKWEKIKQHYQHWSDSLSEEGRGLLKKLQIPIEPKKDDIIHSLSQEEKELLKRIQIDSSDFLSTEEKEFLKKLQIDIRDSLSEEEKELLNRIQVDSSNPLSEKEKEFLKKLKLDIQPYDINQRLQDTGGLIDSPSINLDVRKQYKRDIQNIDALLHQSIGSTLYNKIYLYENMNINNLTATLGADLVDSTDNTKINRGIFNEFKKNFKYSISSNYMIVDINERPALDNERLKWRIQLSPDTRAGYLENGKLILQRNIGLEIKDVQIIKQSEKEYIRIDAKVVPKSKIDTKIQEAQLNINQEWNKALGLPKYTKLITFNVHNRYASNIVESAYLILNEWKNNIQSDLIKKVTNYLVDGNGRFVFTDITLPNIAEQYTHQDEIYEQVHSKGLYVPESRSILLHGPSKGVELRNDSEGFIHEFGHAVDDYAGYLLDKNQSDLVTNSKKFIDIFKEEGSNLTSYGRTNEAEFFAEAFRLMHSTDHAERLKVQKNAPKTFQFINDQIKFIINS
# PfHsp40 yeast = rescue of yeast from PfHsp40 toxicity, primary screen, S. cerevisiae, ATP luminescence | actives 0.68% (n = 340,000) | AID 504582, 2011 | growth rescue, % at 12.5 µM | S. cerevisiae expressing PfHsp40, growth rescue; in the data active = growth rescue above about 28%, passing the limit was not always enough; inconclusive = no clear call, values can overlap the other calls;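 note: yeast W303a lacking pdr1 and pdr3 grown in galactose medium; growth measured after three days at 30 °C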
# Mtb UGM inh = M. tuberculosis UGM enzyme inhibitors, primary screen, biochemical, fluorescence polarization, single point. AID 504406, 2011. purified UGM, fluorescence polarization probe displacement. inhibition, % at 10 µM. actives 0.06% (n = 320,000). UDP-galactopyranose mutase (Mycobacterium tuberculosis (strain ATCC 25618 / H37Rv)), …; in the data active = inhibition above about 10%, passing the limit was not always enough; inconclusive = no clear call, values can overlap the other calls
# Mtb BioA inh = M. tuberculosis BioA enzyme inhibitors, primary screen, biochemical, plate reader, single point, HTS. 7,8-diaminopelargonic acid synthase BioA (Mycobacterium tuberculosis). AID 602481, 2012. actives 0.096% (n = 360,000). purified M. tuberculosis BioA enzyme. inhibition, % at 9.99 µM; in the data active = inhibition above about 40%; inconclusive = no clear call, values can overlap the other calls
# * = called active by the depositor; ? = inconclusive; . = no result given. Cut-off read from the data, not from the text of the source, unless noted: active = inhibition above about 30%; inconclusive = no clear call, values can overlap the other calls; inactive = below that.
# Start of the listing, in advance:
structure	Anthrax LF inh2	PfHsp40 yeast	Mtb FBA inh	FadD28 FP inh	Mtb UGM inh	BoNT A protease	GDH-TPI inh	Mtb BioA inh	BoNT F protease
COc1ccc(C2(C)NC(=O)N(CC(=O)NCc3ccccc3F)C2=O)cc1 (stereo unspecified)	2	-0.3	-2	-1.4	4.1	0.0	2	-1.2	9
CS(=O)(=O)N(CC(=O)N1CCc2ccccc2C1)c1ccccc1F	.	.	3	-1.1	0.5	.	23	-3.1	.
COc1ccc(C2C(C(=O)c3sc(C)nc3C)=C(O)C(=O)N2CCCn2ccnc2)cc1 (stereo unspecified)	1	2.9	-3	-1.8	0.5	0.7	8	1.6	2
CS(=O)(=O)N1CCN(C(=O)Cc2ccc(Br)cc2)CC1	-2	-1.6	2	-5.1	0.7	1.6	-2	-0.1	21

# Main list, from the first entry:
structure	Anthrax LF inh2	PfHsp40 yeast	Mtb FBA inh	FadD28 FP inh	Mtb UGM inh	BoNT A protease	GDH-TPI inh	Mtb BioA inh	BoNT F protease
COc1ccc(C2(C)NC(=O)N(CC(=O)NCc3ccccc3F)C2=O)cc1 (stereo unspecified)	2	-0.3	-2	-1.4	4.1	0.0	2	-1.2	9
CS(=O)(=O)N(CC(=O)N1CCc2ccccc2C1)c1ccccc1F	.	.	3	-1.1	0.5	.	23	-3.1	.
COc1ccc(C2C(C(=O)c3sc(C)nc3C)=C(O)C(=O)N2CCCn2ccnc2)cc1 (stereo unspecified)	1	2.9	-3	-1.8	0.5	0.7	8	1.6	2
CS(=O)(=O)N1CCN(C(=O)Cc2ccc(Br)cc2)CC1	-2	-1.6	2	-5.1	0.7	1.6	-2	-0.1	21
CCCCOc1ccc(C(C)NC(=O)CCS(=O)(=O)Cc2ccc(Cl)cc2)cc1 (stereo unspecified)	1	-0.4	4	0.7	-2.0	-0.3	-2	-3.3	-6
CNC(=S)N(Cc1ccc(OC)cc1)C1CC(=O)N(c2ccc(OC)cc2)C1=O (stereo unspecified)	-1	-0.7	0	-4.5	4.4	-0.2	8	5.0	-3
CC(=O)n1cc([C@H]2C=C(C(=O)N3CCN(Cc4ccc5c(c4)OCO5)CC3)O[C@@H](OCCCCO)C2)c2ccccc21	-1	-0.1	5	-3.1	1.3	-0.1	9	-1.9	-13
C=CCn1c(SCC(=O)Nc2cc(C)on2)nnc1C1COc2ccccc2O1 (stereo unspecified)	-3	-1.1	0	-4.5	-0.8	-0.3	0	.	-4
O=C(N/N=C/c1ccccn1)c1cccc(S(=O)(=O)N2CCCC2)c1	-7	0.4	-3	-1.9	0.8	-1.8	8	.	0
Cc1ccc(S(=O)(=O)N2C[C@]3(O)C[C@@H]4C(=O)N(c5ccccc5)C(=O)[C@@H]4C[C@]3(OC(=O)NC3CCCC3)C2)cc1	-7	.	-1	-1.7	.	0.5	-1	-0.3	-8
COc1cccc(NC(=O)COC(=O)C2CC3CCCC(C2)C3=O)c1 (stereo unspecified)	2	-0.6	1	0.8	0.1	4.0	2	-0.7	-5
CS(=O)(=O)N(CC(=O)NCCSCc1ccccc1Cl)c1ccc(F)cc1	.	1.4	-2	-2.5	-1.1	.	10	0.3	.
COc1cc(NC(=O)C2(C)CCCN2C(=O)C(C)C)cc(OC)c1OC (stereo unspecified)	-8	.	0	0.2	.	-0.6	9	0.1	-5
O=C(NCCNc1ccc([N+](=O)[O-])cc1)c1ccccc1Br	-2	-0.2	-5	-1.6	0.0	1.9	24	.	-11
COc1ccccc1S(=O)(=O)Cc1ccc(C(=O)N2CCN(c3ccccc3)CC2)o1	0	-0.7	1	-0.1	-4.2	0.5	1	3.8	0
CC1CC(C)CN(C(=O)CNS(=O)(=O)c2ccc(Br)s2)C1 (stereo unspecified)	1	-1.9	-1	-6.0	1.2	0.0	3	-2.4	-4
Cn1cc(S(=O)(=O)c2ccccc2)c(=O)c2cc(F)c(N3CCOCC3)cc21	2	2.6	5	-0.5	-0.4	0.9	10	-1.7	2
COc1cccc(CNC(=O)CCC2CCCN(C(=O)c3cc(C4CC4)[nH]n3)C2)c1 (stereo unspecified)	0	-1.2	-2	-1.2	-1.1	-0.6	-2	.	-2
COc1ccc(/C=C2\SC(=O)N(CC(=O)NC3CCS(=O)(=O)C3)C2=O)cc1 (stereo unspecified)	1	1.1	5	-1.5	1.6	-0.1	39*	-0.9	-10
Cc1ccc(C(=O)NCC(=O)N(C)Cc2ccc(Cl)cc2Cl)s1	-1	-0.9	1	-2.6	.	1.3	0	1.2	1
Cc1cc(C)nc(-n2cc(C(=O)c3cc(F)ccc3O)cn2)n1	-6	-1.4	5	-0.8	-0.8	0.4	12	0.5	-4
CN1C(=O)CC(N2CCN(c3ccc(Cl)cc3)CC2)C1=O (stereo unspecified)	0	-1.0	1	-2.9	2.3	0.0	5	.	-5
COc1ccc(-c2[nH]ncc2CN(C)Cc2cccnc2)c(OC)c1	5	-0.8	1	-1.2	-0.1	0.3	0	1.1	-1
CCOC(=O)C1=C(N)N(c2ccccc2)C(=O)C1	-1	-0.4	-3	-2.8	1.0	0.3	-3	-0.5	-1
O=C(Nc1ccc(Oc2cccc(C(F)(F)F)c2)nc1)c1ccco1	-4	0.2	-1	-4.2	-1.0	-1.0	4	-1.7	-12
CC1(C(=O)Nc2cnc3ccccc3c2)CCN1C(=O)C/C=C/c1ccccc1 (stereo unspecified)	-2	.	-2	-2.9	.	-0.8	9	0.0	1
COCCCn1c(SCC(=O)Nc2cccc(C(=O)OC)c2)nnc1-c1ccncc1	-5	0.1	2	-1.8	0.9	0.0	-1	-4.0	-8
CCS(=O)(=O)N1CCN(c2ccccc2)CC1	0	-0.6	2	1.2	-0.2	1.3	6	-1.6	1
CCOc1ccc(NC(=O)c2cc3c(=O)n(C)c4ccccc4c3n2C)cc1	-14	1.5	3	-0.4	-5.3	-12	8	-2.2	-87
O=C(Cn1nc(C(F)(F)F)c2c1CCC2)NC1CCCCC1	?	0.1	-3	-1.8	0.4	?	-4	.	-3
CC(C)n1c2ccccc2c2cc([N+](=O)[O-])ccc21	0	-1.8	-1	-1.6	2.4	2.0	3	.	-1
CCOc1nc(Nc2ccc(OC)cc2)nc(OCC)n1	-2	-0.4	-5	-0.6	-3.2	-0.5	11	1.8	-14
CCn1c(-c2ccccc2)c(C(=O)CCl)c2ccccc21	6	1.0	6	1.5	2.5	1.0	0	.	-4
CCCN1C(=O)C2C(C(=O)Nc3cccc(OC)c3)C3C=CC2(O3)C1C(=O)NC1CCCCC1 (stereo unspecified)	0	-0.7	2	-3.5	-1.9	0.4	-10	-2.3	?
COc1ccc([C@H]2CC(=O)C=C(c3ccccc3C(F)(F)F)C2)cc1	4	5.9	-3	-5.7	1.5	-1.0	0	-1.1	0
Cc1ccc(C(=O)N2CCC(C(=O)NC3CCCC3)CC2)cc1	0	7.2	-1	.	-1.2	-0.7	0	0.4	1
Cc1ccc(OCCNC(=O)CNC(=O)c2ccc(C)cc2)cc1	1	-1.5	6	1.3	2.2	-5.0	3	-3.0	0
COc1ccc(CNCCC(c2ccc(OC)cc2)c2ccccc2OC)cc1 (stereo unspecified)	5	0.8	1	-2.5	0.9	1.3	9	9.9	-2
Cc1cccc(NC(=O)CN2CCN(C(=O)CN3C(=O)NC4(CC(C)CC(C)(C)C4)C3=O)CC2)c1C (stereo unspecified)	2	-1.3	2	-1.4	.	-3.6	5	-7.0	2
Cc1nc(S(=O)(=O)N(C)Cc2ccccc2)c(C#N)c(C)c1Cl	0	1.0	0	-3.3	-1.9	-0.6	12	-0.4	-10
COc1ccc(/C=N/OCC(=O)N(Cc2ccc(OC)cc2)c2ccccc2C(=O)O)cc1	0	0.4	-2	-3.4	-0.3	-0.5	-3	.	3
O=C(NCC(c1cccs1)N1CCOCC1)c1ccc(Cl)nc1 (stereo unspecified)	7	-1.1	1	-0.1	-1.4	1.0	1	1.5	8
COc1ccc(NC(=S)N(CCCOC(C)C)C2CCN(C(C)=O)CC2)cc1Cl	14	0.6	2	0.9	-0.6	-0.3	7	2.1	8
CCN(CC)S(=O)(=O)c1ccc(NCc2ccccn2)nc1	-10	1.3	0	0.6	-0.8	-3.1	-4	0.5	-6
CC1CCCN(C(=O)c2ccc3c(=O)n4nc(Nc5ccccc5)sc4nc3c2)C1 (stereo unspecified)	7	.	6	0.0	.	-0.2	20	-3.4	-1
Cc1ccc(SCc2cn3cc(Cl)ccc3n2)cc1	-3	1.2	2	-0.6	0.1	-0.8	-7	.	-4
Cc1n[nH]c(=O)c2c(NC(=O)CSc3nn(-c4ccc(F)cc4)c(=S)s3)oc(C)c12	1	3.5	2	-2.7	-1.8	-0.6	16	1.7	0
CC(C)OC(=O)CSc1ncnc2c1cnn2-c1ccccc1	-10	0.0	5	-1.4	-0.4	-1.2	6	-0.8	-8
CCOC(=O)c1[nH]c(C)c(C(=O)Nc2ccc3c(c2)OCCO3)c1C	-1	0.5	1	1.6	0.6	-2.0	10	3.0	-21
O=S(=O)(c1ccccc1)n1cc(-c2ccccn2)c(N2CCOCC2)n1	0	0.2	7	-0.5	5.1	-0.4	-4	-0.5	-2
c1ccc(C2Nc3ccccc3Oc3ccccc32)cc1 (stereo unspecified)	-6	2.3	2	-1.1	0.5	-2.4	18	-0.6	-30
CCOc1ccccc1CN1CCN(CC2CC2)CC1CCO (stereo unspecified)	-2	-1.2	1	-1.0	2.0	0.5	3	-1.3	19
O=C(O)CCn1cc(/C=N/O)c(-c2cccc([N+](=O)[O-])c2)n1	-9	0.3	0	-0.1	-3.3	0.3	-1	.	2
COc1ccccc1N1CCN(C(=O)c2ccc3[nH]c(C)c(C)c3c2)CC1	0	0.6	2	-1.4	1.2	-3.2	-7	-1.1	-1
Cc1ccc(C)c(N2CCN(C(=O)CN3C(=S)NC(C)(C)CC3C)CC2)c1 (stereo unspecified)	6	-0.9	-1	0.1	-0.9	-0.3	6	.	1
COc1ccc(CCNC(=O)CCNS(=O)(=O)c2cccc(Cl)c2)cc1OC	-9	-0.4	0	-0.6	-0.9	-1.3	7	.	-11

# More compounds follow:
structure	Anthrax LF inh2	PfHsp40 yeast	Mtb FBA inh	FadD28 FP inh	Mtb UGM inh	BoNT A protease	GDH-TPI inh	Mtb BioA inh	BoNT F protease
COc1ccc(-c2nnn3c2nc(NCc2ccccc2)c2ccccc23)cc1	-2	-0.3	-5	-3.5	1.3	-0.3	-11	-0.5	-4
CCc1oc2ccccc2c1C(=O)CCN1CCCCC1	-11	-0.1	1	-0.9	-0.8	-0.4	8	0.5	-5
CCCNC(=O)c1onc(CSc2ccccc2)c1C(=O)NCCC	-3	-0.2	-1	-1.7	2.6	-0.8	-2	-1.4	-11
Cc1cc(C(F)F)n2nc(C(=O)Nc3cc(C)on3)nc2n1	0	0.4	3	1.1	-0.5	0.3	4	2.3	13
COc1ccc2nc(-c3ccccc3)nc(SC)c2c1	-4	0.2	6	-0.3	.	0.9	15	-0.5	-8
C=CCn1c(COc2ccccc2)nnc1SCC(=O)Nc1ccc2c(c1)OCCO2	-1	0.2	0	-1.1	0.1	1.7	8	5.8	4
